TCR act – T cell receptor activation | primary human leukocytes, anti-CD3, IL-2 HTRF, 48 h | Potency, µM (titrated, usually from 9.22 µM), without a hit: at the top dose activation of IL-2 secretion, actives largely listed as activators | 330,000 tested, under 10 active; also: % of control where 0% means no effect
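Using a-CD3 beads without co-stimulation, primary human leukocytes were exposed to compounds for 48 hr. An HTRF IL-2 kit measured the cytokine, with europium-to-d2 energy transfer producing emission at 665nm upon 320nm excitation.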
Menin MLL FP TR – menin-MLL binding inhibition, Texas Red mutant peptide | Menin + Texas Red MLL mutant peptide, fluorescence polarization | 0.23% of 270,000 active | O00255 | Potency, µM (highest dose often 61.6 µM), for the others: top-dose FP activity change, negative = inhibition, most hits filed as inhibitors; active = well fitted inhibition curve with a large enough effect in the polarisation, with a control signal flat, not every such curve was filed as active; inconclusive = small, poorly fitted or top-dose-only effect, or effect the other way, or a change in a side signal; inactive = no such curve, though single readings can be large or run the other way; the % refers to the polarisation; also: potency is read from the fitted curve at half-maximal effect; % of control where 0% means no effect; many of its hits are not listed in these tables
A-T KAP1 phos – candidate therapy for ataxia-telangiectasia. […] A-T fibroblasts, KAP-1 phosphorylation AlphaLISA; neocarzinostatin DNA damage 30 min before lysis. 0.19% of 320,000 active. Potency, µM (series often up to 57.5 µM), for the others: at the top dose activation, usual class: activators; also: potency is read from the fitted curve at half-maximal effect; % of control where 0% means no effect; nearly all actives have a fitted effect of over 45% in size
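ATM-like activity read as KAP-1 phosphorylation via AlphaLISA donor/acceptor antibody pairs after lysis and 6 hr at 25C. Cells were ATM-null patient fibroblasts ([…], hTERT), dosed 60 min, then exposed to the DSB inducer NCS for 30 min.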
PTAP TSG101 blk – blocks PTAP/TSG101 interaction to inhibit HIV-1 budding; Q99816; Fluorescence polarization, FITC-PTAP peptide / Tsg101 binding; Potency, µM (top dose mostly 115 µM), for inactives: top-dose activity change, negative = inhibition, most hits filed as inhibitors; 340,000 tested, under 10 active; AID 493005; active = well fitted inhibition curve with a large enough effect in the main read-out, with a control signal flat, not every such curve was filed as active; inconclusive = small, poorly fitted or top-dose-only effect, or effect the other way, or a change in a side signal; inactive = no such curve, though single readings can be large or run the other way; also: potency is read from the fitted curve at half-maximal effect; % of control where 0% means no effect
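Steps: Tsg101 binding domain dispensed (10 uM final), compounds pinned in DMSO, FITC-labeled PTAP-motif peptide added (50 nM final); after 20 min binding at room temperature, polarization measured.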
TSHR antagonist – antagonists of human thyroid stimulating hormone receptor; TSHR-expressing cells, TSH-stimulated cAMP HTRF, 2 h; active compounds read low; activity change, negative = inhibition, % at 11.5 µM; 0.2% of 330,000 active; AID 504810;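 active = activity change below a set negative limit, meaning inhibition stronger than a set level, cut at about -70% in these data; inconclusive = activity change between two set negative limits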; also: % is scaled to controls: 0 for no effect and ±100 for the full control effect
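Cell-based HTRF cAMP assay; TSHR cells + compound, TSH EC80 (4nM final), 2 h, 37 deg C. Lysis with anti-cAMP cryptate and cAMP-d2, 30 min RT, read 665/620 nm.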
MLL CXXC-DNA inh – blocks binding of human MLL CXXC domain to DNA. MLL-CXXC / FITC-HOXA9 DNA fluorescence polarization. Potency, µM (titrated, usually from 115 µM), inactives show at the highest dose activity change, negative = inhibition, actives largely listed as inhibitors. 0.037% of 290,000 active; active = well fitted inhibition curve with a large enough effect in the polarisation, with a control signal flat, not every such curve was filed as active; inconclusive = small, poorly fitted or top-dose-only effect, or effect the other way, or a change in a side signal; inactive = no such curve, though single readings can be large or run the other way; the % refers to the polarisation; also: potency is read from the fitted curve at half-maximal effect
Target sequence (Q03164 whole entry, looked up, the tested form may be a part): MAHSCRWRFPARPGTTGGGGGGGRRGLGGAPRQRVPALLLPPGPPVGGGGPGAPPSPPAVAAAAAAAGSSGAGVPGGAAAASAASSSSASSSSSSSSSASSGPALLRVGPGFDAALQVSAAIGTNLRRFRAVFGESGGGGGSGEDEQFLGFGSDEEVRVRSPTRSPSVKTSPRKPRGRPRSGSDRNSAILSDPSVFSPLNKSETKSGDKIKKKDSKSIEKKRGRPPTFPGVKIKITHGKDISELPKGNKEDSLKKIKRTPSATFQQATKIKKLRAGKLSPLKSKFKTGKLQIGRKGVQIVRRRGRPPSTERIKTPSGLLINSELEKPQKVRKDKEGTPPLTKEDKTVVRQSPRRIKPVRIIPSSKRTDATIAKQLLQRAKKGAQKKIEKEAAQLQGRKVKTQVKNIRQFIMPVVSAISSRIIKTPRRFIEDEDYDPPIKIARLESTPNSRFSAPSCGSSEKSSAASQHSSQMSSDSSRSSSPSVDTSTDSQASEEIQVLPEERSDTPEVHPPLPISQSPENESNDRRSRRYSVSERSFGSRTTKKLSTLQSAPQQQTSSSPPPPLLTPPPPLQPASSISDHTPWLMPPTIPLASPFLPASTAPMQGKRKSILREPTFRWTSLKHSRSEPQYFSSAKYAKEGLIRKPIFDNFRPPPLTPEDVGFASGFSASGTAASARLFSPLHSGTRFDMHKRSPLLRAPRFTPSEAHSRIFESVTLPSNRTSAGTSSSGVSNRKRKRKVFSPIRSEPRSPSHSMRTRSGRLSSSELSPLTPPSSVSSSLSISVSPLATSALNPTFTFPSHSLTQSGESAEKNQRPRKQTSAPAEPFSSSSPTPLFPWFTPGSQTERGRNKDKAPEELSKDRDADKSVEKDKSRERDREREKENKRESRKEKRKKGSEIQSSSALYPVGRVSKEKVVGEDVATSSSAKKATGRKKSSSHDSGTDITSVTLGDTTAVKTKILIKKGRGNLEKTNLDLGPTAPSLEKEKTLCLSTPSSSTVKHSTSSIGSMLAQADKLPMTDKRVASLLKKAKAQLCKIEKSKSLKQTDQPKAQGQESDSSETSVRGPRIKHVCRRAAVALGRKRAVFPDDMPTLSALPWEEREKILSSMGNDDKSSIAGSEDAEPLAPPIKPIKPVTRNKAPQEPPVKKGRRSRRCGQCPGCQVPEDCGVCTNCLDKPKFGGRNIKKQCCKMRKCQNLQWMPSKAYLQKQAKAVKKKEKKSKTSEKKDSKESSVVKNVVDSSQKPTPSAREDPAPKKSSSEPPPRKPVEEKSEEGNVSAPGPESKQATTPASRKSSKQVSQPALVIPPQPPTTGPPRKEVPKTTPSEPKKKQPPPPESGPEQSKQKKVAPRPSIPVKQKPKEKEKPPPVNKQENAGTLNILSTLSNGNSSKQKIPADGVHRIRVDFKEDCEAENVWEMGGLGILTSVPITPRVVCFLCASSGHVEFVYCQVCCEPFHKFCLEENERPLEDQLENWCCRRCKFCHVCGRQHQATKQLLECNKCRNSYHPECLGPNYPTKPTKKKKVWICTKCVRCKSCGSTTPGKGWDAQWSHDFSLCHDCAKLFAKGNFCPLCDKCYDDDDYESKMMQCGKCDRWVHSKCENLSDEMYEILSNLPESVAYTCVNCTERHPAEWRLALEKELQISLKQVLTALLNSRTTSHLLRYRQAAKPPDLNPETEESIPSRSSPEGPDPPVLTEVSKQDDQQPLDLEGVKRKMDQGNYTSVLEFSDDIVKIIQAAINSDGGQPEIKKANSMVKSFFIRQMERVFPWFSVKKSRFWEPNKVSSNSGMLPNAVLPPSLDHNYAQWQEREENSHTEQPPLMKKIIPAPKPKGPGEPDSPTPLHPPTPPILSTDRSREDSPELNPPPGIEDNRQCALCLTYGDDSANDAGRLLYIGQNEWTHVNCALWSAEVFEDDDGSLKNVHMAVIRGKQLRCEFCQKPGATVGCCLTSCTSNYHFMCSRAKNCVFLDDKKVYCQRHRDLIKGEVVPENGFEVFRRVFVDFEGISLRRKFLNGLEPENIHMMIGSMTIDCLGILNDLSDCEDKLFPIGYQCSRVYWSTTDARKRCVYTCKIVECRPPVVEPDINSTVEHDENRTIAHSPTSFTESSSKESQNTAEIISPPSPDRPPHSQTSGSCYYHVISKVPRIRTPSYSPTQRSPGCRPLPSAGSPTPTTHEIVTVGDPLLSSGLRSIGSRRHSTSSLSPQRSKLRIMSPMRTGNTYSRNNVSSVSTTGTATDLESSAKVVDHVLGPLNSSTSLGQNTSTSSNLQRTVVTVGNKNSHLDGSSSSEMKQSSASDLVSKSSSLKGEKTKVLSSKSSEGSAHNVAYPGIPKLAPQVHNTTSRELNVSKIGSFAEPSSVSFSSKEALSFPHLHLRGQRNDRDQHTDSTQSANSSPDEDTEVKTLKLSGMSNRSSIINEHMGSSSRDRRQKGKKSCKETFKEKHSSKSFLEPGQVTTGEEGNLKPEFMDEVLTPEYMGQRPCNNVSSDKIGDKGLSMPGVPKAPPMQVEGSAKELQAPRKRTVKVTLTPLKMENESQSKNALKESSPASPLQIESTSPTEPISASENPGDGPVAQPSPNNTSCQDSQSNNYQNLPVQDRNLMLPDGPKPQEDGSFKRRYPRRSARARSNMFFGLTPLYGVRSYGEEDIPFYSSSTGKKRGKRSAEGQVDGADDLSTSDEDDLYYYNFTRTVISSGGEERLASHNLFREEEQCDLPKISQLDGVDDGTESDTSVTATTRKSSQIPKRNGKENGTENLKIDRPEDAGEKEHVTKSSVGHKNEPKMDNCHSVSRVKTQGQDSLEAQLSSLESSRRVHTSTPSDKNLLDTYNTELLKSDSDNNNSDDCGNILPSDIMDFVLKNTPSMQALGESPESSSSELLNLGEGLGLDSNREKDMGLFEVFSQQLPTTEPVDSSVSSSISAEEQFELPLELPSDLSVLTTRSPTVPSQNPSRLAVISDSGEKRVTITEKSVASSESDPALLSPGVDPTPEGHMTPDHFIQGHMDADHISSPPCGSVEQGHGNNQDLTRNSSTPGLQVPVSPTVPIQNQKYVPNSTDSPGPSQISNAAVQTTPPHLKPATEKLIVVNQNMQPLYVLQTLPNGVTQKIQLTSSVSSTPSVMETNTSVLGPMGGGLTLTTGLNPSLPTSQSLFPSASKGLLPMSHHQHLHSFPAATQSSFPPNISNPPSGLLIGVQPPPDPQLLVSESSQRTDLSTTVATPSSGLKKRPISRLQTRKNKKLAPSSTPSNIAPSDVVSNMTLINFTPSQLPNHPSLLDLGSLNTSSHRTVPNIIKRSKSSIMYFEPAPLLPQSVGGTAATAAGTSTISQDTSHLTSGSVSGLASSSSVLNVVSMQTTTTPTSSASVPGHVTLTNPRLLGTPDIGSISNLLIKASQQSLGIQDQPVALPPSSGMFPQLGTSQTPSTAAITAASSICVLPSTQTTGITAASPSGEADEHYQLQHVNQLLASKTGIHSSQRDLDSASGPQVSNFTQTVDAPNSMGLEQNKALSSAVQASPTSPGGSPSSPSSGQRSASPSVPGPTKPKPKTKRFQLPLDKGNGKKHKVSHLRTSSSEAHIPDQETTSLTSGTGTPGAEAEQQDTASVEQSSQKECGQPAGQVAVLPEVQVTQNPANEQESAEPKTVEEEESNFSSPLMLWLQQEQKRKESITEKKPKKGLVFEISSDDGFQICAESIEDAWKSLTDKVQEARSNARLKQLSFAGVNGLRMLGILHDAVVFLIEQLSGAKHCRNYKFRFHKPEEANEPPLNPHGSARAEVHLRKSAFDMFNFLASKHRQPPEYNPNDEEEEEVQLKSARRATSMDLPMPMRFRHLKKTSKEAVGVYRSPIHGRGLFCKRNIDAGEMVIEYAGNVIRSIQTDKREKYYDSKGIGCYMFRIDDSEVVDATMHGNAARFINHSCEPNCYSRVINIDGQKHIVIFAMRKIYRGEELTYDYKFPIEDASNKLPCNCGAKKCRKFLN
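Purified MLL-CXXC (added from a 7 uM solution) was preincubated 5 min at ambient with pinned compounds in 50 mM Tris-HCl pH 7.5, 50 mM NaCl, 1 mM DTT, 0.05% BSA. Fluorescein-labeled HOX-A9 DNA (50 nM solution) followed, 30 min, then polarization read.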
MBNL1-CUG inh – inhibitors of human MBNL1 binding to CUG repeat RNA. AID 2675. 0.036% of 280,000 active. TR-FRET MBNL1-His/biotin-(CUG)12 binding, 665/545 ratio. Q9NR56. Potency, µM (doses to about 57.5 µM), for the others: at the top dose activity change, negative = inhibition, usual class: inhibitors; active = well fitted inhibition curve with a large enough effect in the signal ratio, with a control signal flat, not every such curve was filed as active; inconclusive = small, poorly fitted or top-dose-only effect, or effect the other way, or a change in a side signal; inactive = no such curve, though single readings can be large or run the other way; the % refers to the signal ratio; also: potency is read from the fitted curve at half-maximal effect; % is scaled to controls: 0 for no effect and ±100 for the full control effect
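Compounds (final 92 nM to 58 uM) are added to His-tagged MBNL1 and biotin-(CUG)12, then terbium anti-His antibody and streptavidin-XL665 (5 nM final). After 60 min at room temperature, the 665/545 nm ratio is read.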
a7 integrin act – activates integrin-mediated alleviation for muscular dystrophy. alpha7betagal myoblasts, beta-gal FDG fluorescence, 48 h. 0.064% of 350,000 active. Potency, µM (titrated, usually from 38.3 µM), for inactives: at the highest dose activation, most hits filed as activators;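 also: potency is read from the fitted curve at half-maximal effect; 100% = response of the positive control SU9516; nearly all actives have a fitted effect of over 60% in size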
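Alpha7betagal+/- myoblasts (passage 13) were plated 16-24 hr, then exposed to compounds (1:260 dilution of DMSO stock) for 48 hours at 37C. After MPER lysis, β-galactosidase reporter activity was read as FDG fluorescence (ex 480/em 540) after 30 minutes.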
Mito fusion yeast – inhibitors of mitochondrial division or activators of mitochondrial fusion. Potency, µM (doses to about 46.1 µM), without a hit: top-dose growth rescue (activation), most hits filed as activators. S. cerevisiae fusion-defective mutant growth rescue, CellTiterGlo 48 h. 0.23% of 320,000 active;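 also: potency is read from the fitted curve at half-maximal effect; % of control where 0% means no effect; nearly all actives have a fitted effect of over 45% in size; temperature-sensitive fusion mutants such as fzo1-1 at 37 °C on non-fermentable ethanol glycerol medium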
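Growth-rescue viability read-out: after 48 h at the non-permissive 37C in glycerol/ethanol YPEG, yeast mitochondrial fusion mutants are measured by CellTiterGlo luminescence; compounds (23 nl pinned per well) restoring growth score as division inhibitors or fusion activators.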
ASM inhibitor – human S-ASM enzyme inhibition | P17405 | placental ASM, HMU-PC fluorogenic substrate, 60 min | Potency, µM (titrated, usually from 57.5 µM), for the others: top-dose activity change, negative = inhibition, hits mostly inhibitors | 0.006% of 340,000 active; also: potency is read from the fitted curve at half-maximal effect
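qHTS format. ASM enzyme prepared from human placenta hydrolyses the fluorogenic substrate HMU-PC0 (9 uM final) over 60 min at 37 °C after a 10 min compound preincubation.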
Starred values were filed as active, the others as inactive; [ ] = another dose, or the depositor's remark. Unless noted, calls follow the shape of the dose curve; as a rule, active = well fitted curve in the direction sought with a large enough effect; inconclusive = small, poorly fitted or top-dose-only effect, or another doubt; inactive = no such curve, though single readings can be large; an effect the other way counts as inactive or inconclusive. Not all compounds are listed; count on the stated rates, not on these rows.

CCC1Oc2ccc(C)cc2N(CC(=O)NCCN2CCCCCC2)C1=O (stereo not drawn) was read as TCR act -13%, Menin MLL FP TR -15%, A-T KAP1 phos -3%, PTAP TSG101 blk -7%, TSHR antagonist 2, MLL CXXC-DNA inh -9%, MBNL1-CUG inh 6%, a7 integrin act -22%, Mito fusion yeast 3% and ASM inhibitor 5%.
CCN(c1ccccc1)S(=O)(=O)c1nnc(NC(=O)C(C)C)s1 was read as TCR act -20%, Menin MLL FP TR 34%[activator], PTAP TSG101 blk -1%, TSHR antagonist -7, MLL CXXC-DNA inh 39%[activator], MBNL1-CUG inh 1%, a7 integrin act 1%, Mito fusion yeast 23% and ASM inhibitor 5%.
CCOC(=O)c1c(C)[nH]c(C)c1C(=O)COC(=O)/C=C/c1ccccc1[N+](=O)[O-] was read as TCR act -4%, A-T KAP1 phos -2%, PTAP TSG101 blk -3%, TSHR antagonist 18, a7 integrin act -60%[inhibitor] and ASM inhibitor -5%.
Cc1cccc(C)c1NC(=O)C(Cl)C(=O)c1ccccc1 (stereo not drawn) was read as TCR act 0%, Menin MLL FP TR 8%, A-T KAP1 phos inconclusive, PTAP TSG101 blk 0%, TSHR antagonist -21, MLL CXXC-DNA inh -21%, MBNL1-CUG inh -4%, a7 integrin act -74%[inhibitor], Mito fusion yeast -41%[inhibitor] and ASM inhibitor -1%.
For Cc1ccc(NC(=O)c2sc(Cl)nc2-c2ccccc2)cc1C the results were TCR act 4%, A-T KAP1 phos 2%, PTAP TSG101 blk -3%, TSHR antagonist -6, MLL CXXC-DNA inh -2%, MBNL1-CUG inh 201%[activator], a7 integrin act 38%, Mito fusion yeast 0% and ASM inhibitor -1%.
CCOc1ccc(NC(=O)C2CCCN(S(=O)(=O)c3c(C)noc3C)C2)cc1 (stereo not drawn) was read as TCR act -1%, Menin MLL FP TR 16%, A-T KAP1 phos 1%, PTAP TSG101 blk -4%, TSHR antagonist -4, MLL CXXC-DNA inh 37%, MBNL1-CUG inh 6%, a7 integrin act 18%, Mito fusion yeast -5% and ASM inhibitor -1%.
CCOC(=O)c1csc(CCNC(=O)c2oc3c(Cl)cc(C)cc3c2C)n1 was read as TCR act 3%, Menin MLL FP TR -13%, A-T KAP1 phos 2%, PTAP TSG101 blk -1%, TSHR antagonist 8, MLL CXXC-DNA inh 31%[activator], MBNL1-CUG inh -3%, a7 integrin act 1%, Mito fusion yeast -1% and ASM inhibitor -15%.
For Cc1ccc(C(=O)N(CC(=O)NC2CCCC2)c2cccc(F)c2)s1 the results were TCR act 3%, Menin MLL FP TR inconclusive, A-T KAP1 phos -11%, PTAP TSG101 blk 0%, TSHR antagonist -15, MLL CXXC-DNA inh -1%, MBNL1-CUG inh -1%, a7 integrin act -90%[inhibitor], Mito fusion yeast 2% and ASM inhibitor -2%.
`Cc1ccc(CC(NC(=O)c2ccccc2)C(=O)N2CCCC2C(=O)O)cc1` (stereo not drawn) gave TCR act -2%, Menin MLL FP TR -6%, A-T KAP1 phos 13%, PTAP TSG101 blk -8%, TSHR antagonist -2, MLL CXXC-DNA inh -4%, MBNL1-CUG inh 10%, a7 integrin act -5%, Mito fusion yeast -4% and ASM inhibitor -2%.
`Cn1c(=O)n(Cc2ccccc2Br)c2ccccc21` gave TCR act 9%, Menin MLL FP TR -23%, A-T KAP1 phos 3%, PTAP TSG101 blk -9%, TSHR antagonist -3, MLL CXXC-DNA inh -1%, MBNL1-CUG inh -7%, a7 integrin act -10%, Mito fusion yeast 16% and ASM inhibitor -2%.
`O=C(COc1ccc([N+](=O)[O-])cc1)NCCC1=CCCCC1` gave TCR act -5%[46.1 µM], Menin MLL FP TR 4%, A-T KAP1 phos -4%, PTAP TSG101 blk -2%, TSHR antagonist 9, MLL CXXC-DNA inh 0%, MBNL1-CUG inh inconclusive, a7 integrin act -19%, Mito fusion yeast 1% and ASM inhibitor 0%.
For COc1cccc(CN(Cc2cccnc2)S(=O)(=O)c2ccc(-n3cnnn3)c(C)c2)c1OC the results were TCR act -1%, Menin MLL FP TR -11%, A-T KAP1 phos 4%, PTAP TSG101 blk -7%, TSHR antagonist -5, MLL CXXC-DNA inh 4%, MBNL1-CUG inh -4%, a7 integrin act -16%, Mito fusion yeast 6% and ASM inhibitor 0%.
COCCNC(=O)c1cc(S(=O)(=O)N2CCCCC2)ccc1N1CCOCC1 was read as TCR act 0%, A-T KAP1 phos -1%, PTAP TSG101 blk 0%, TSHR antagonist 0, a7 integrin act 18%, Mito fusion yeast 8% and ASM inhibitor 4%.
Screening COc1ccc(NC(=O)CN(C)CC(=O)N2CCCCCC2)cc1 returned TCR act 1%, A-T KAP1 phos 6%, PTAP TSG101 blk -10%, TSHR antagonist 15, a7 integrin act 14%, Mito fusion yeast 0% and ASM inhibitor 1%.
`O=C(O)CC1c2ccccc2CCN1S(=O)(=O)c1cccs1` (stereo not drawn) gave TCR act 1%, PTAP TSG101 blk 0%, a7 integrin act 28% and ASM inhibitor 1%.
For O=C(COc1ccc2ccccc2c1Br)Nc1ccncc1 the results were TCR act -2%, A-T KAP1 phos 8%, PTAP TSG101 blk 0%, TSHR antagonist -37, MLL CXXC-DNA inh -2%, MBNL1-CUG inh 13%, a7 integrin act -35%, Mito fusion yeast 1% and ASM inhibitor -2%.
`O=C(N[C@@H](Cc1ccccc1)C(=O)N1CCN(S(=O)(=O)c2ccccc2F)CC1)c1ccco1` gave TCR act 2%[46.1 µM], A-T KAP1 phos -6%, PTAP TSG101 blk -2%, TSHR antagonist -6, a7 integrin act -18% and ASM inhibitor 1%.
`COCCn1c(SCc2csc(-c3ccccc3)n2)nc2ccccc21` gave TCR act 2%[46.1 µM], Menin MLL FP TR 7%, A-T KAP1 phos 5%, PTAP TSG101 blk -2%, TSHR antagonist -15, MLL CXXC-DNA inh -3%, MBNL1-CUG inh 4%, a7 integrin act -35%, Mito fusion yeast 29% and ASM inhibitor -5%.
`Cc1ccc(C(=O)NCCSc2ccc(Cl)cc2)cc1S(=O)(=O)Nc1ccccc1` gave Menin MLL FP TR -19%, A-T KAP1 phos 12%, PTAP TSG101 blk 0%, TSHR antagonist inconclusive, MLL CXXC-DNA inh -9%, MBNL1-CUG inh -14%, a7 integrin act -16%, Mito fusion yeast -5% and ASM inhibitor -24%.
COCCNC(=O)Cn1c(=O)n(Cc2ccc(C(=O)NCc3ccco3)cc2)c(=O)c2ccccc21 was read as TCR act -1%, Menin MLL FP TR -7%, A-T KAP1 phos 3%, PTAP TSG101 blk -2%, TSHR antagonist 9, MLL CXXC-DNA inh -12%, MBNL1-CUG inh 15%[11.5 µM], a7 integrin act -13% and ASM inhibitor 0%.
Screening Cc1ccc(C(=O)NCCc2n[nH]c(=S)n2C)cc1 returned TCR act 7%, Menin MLL FP TR -11%, A-T KAP1 phos 3%, PTAP TSG101 blk -3%, TSHR antagonist -8, MLL CXXC-DNA inh -2%, MBNL1-CUG inh 0%, a7 integrin act 0%, Mito fusion yeast 0% and ASM inhibitor 3%.
`C=C1c2ccccc2NC(=O)N1c1ccc(C)cc1` gave TCR act 14%, Menin MLL FP TR 24%, A-T KAP1 phos -2%, PTAP TSG101 blk -3%, TSHR antagonist 2, MLL CXXC-DNA inh 1%, MBNL1-CUG inh 5%, a7 integrin act -4%, Mito fusion yeast 1% and ASM inhibitor 6%.
Cc1ccnc(NC(=S)NC(=O)/C=C/c2ccc(Cl)cc2)c1 was read as TCR act -5%[46.1 µM], Menin MLL FP TR 10%, A-T KAP1 phos 0%, PTAP TSG101 blk -7%, TSHR antagonist 0, MLL CXXC-DNA inh -1%, MBNL1-CUG inh inconclusive, a7 integrin act 10%, Mito fusion yeast 1% and ASM inhibitor 2%.
`CCC(CC)NC(=O)COC(=O)c1cc(SC)ccc1Cl` gave TCR act -1%, Menin MLL FP TR -24%, A-T KAP1 phos 3%, PTAP TSG101 blk 1%, TSHR antagonist -5, MLL CXXC-DNA inh 14%, MBNL1-CUG inh 6%, a7 integrin act -17%, Mito fusion yeast -1% and ASM inhibitor 5%.
COc1ccc(CN2CCN(C3CCSCC3)CC2CCO)c(C)c1C (stereo not drawn) was read as TCR act -6%, Menin MLL FP TR -22%, A-T KAP1 phos -2%, PTAP TSG101 blk -3%, TSHR antagonist 5, MLL CXXC-DNA inh 20%, MBNL1-CUG inh 1%, a7 integrin act 16%, Mito fusion yeast 9% and ASM inhibitor 4%.
Screening COc1ccc(-c2oc3ccc(N4CCOCC4)cc3c2/C=C/c2ccc(OC)c(OC)c2)cc1 returned TCR act -12%, Menin MLL FP TR inconclusive, A-T KAP1 phos 5%, PTAP TSG101 blk -3%, TSHR antagonist 20, MLL CXXC-DNA inh 8%, MBNL1-CUG inh 12%, a7 integrin act 28%, Mito fusion yeast 1% and ASM inhibitor 103%[activator].

From PubChem BioAssay
